Assay outcomes (PubChem BioAssay)
PG9 Ab binder = binders of HIV-1 gp120 antibody PG9, primary screen, biochemical, TR-FRET. HIV-1 gp120 / PG9 antibody interaction. TR-FRET gp120-PG9 antibody binding. inhibition, % at 6.7 µM. 360,000 compounds, 0.43% hits. AID 624416, 2012; in the data active = inhibition above about 8.5%
DDE Tn7 FP inh = inhibitors of Tn7 peptide binding to fibrin DD(E), primary screen, biochemical, fluorescence polarization, human fibrin, Tn7 probe | AID 720508, 2013 | inhibition, % at 8.3 µM | 370,000 compounds, 0.13% hits | FP displacement of FITC-Tn7 peptide from fibrin DD(E); 0% = median of compound wells per plate | Fibrinogen beta chain (Homo sapiens), P02675;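 active = inhibition above the mean of compounds falling within the control limits plus 3 SD of them, cut at about 14% in these data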;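 note: 0% = plate median of compound wells and 100% = 10 µM Aha-Tn7 peptide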
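assay system = human clot-derived fibrin DD(E) complex | quantity = Fibrin-DD(E) at 2 µM final | timing = 10 min preincubation, 3 h with tracer, room temperature | signal = fluorescence polarization | measure = percent inhibition | benchmarks = high control wells with 10 µM unlabelled Aha-Tn7 peptide (full inhibition) | replicates = singlicate testing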
LEDGF integ inh = blockers of LEDGF/p75-dependent integrase strand transfer – biochemical, TR-FRET, high throughput, primary screen; TR-FRET IN-LEDGF/p75 DNA integration, Eu/Cy5; inhibition, % at 3.7 µM; HIV-1 integrase (with human LEDGF/p75); AID 743269, 2014; 370,000 compounds, 0.64% hits;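 active = inhibition above the screen-wide mean plus 3 SD, cut at about 13% in these data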;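 note: signal is the Cy5 over europium emission ratio at 671 and 618 nm; 0% = plate median of compound wells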
TCR CD3 inh = inhibitors of human TCR-CD3 interaction, primary screen, biochemical, fluorescence, TAMRA-labeled TCR probe. inhibition, % at 9.4 µM. 360,000 compounds, 0.37% hits. AID 651800, 2012; in the data active = inhibition above about 19%;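 note: recombinant mutant TCR 2C K166C tagged with TAMRA read by polarization; 0% = receptor in buffer alone and 100% = receptor with positive control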
SIAE inh = human SIAE inhibitors, primary screen, biochemical, fluorescence polarization, FP-Rh probe, 1536-well HTS | Sialate O-acetylesterase (Homo sapiens), Q9HAT2 | SIAE FP-Rh probe binding | inhibition, % at 9.66 µM | 370,000 compounds, 0.69% hits | AID 1053197, 2014;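 active = inhibition above a cutoff: mean of compounds within the control limits plus 3 SD of those, cut at about 17% in these data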;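 note: 0% = plate median of compound wells and 100% = probe without SIAE protein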
TDP2 absorb = human TDP2 enzyme inhibitors, primary screen, biochemical, epi absorbance, recombinant enzyme. 370,000 compounds, 0.34% hits. inhibition, % at 12.8 µM. T5PNP hydrolysis, p-nitrophenol absorbance 415 nm. Tyrosyl-DNA phosphodiesterase 2 (Homo sapiens), O95551;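 active = inhibition above the mean of all tested compounds plus 3 SD, set per campaign, cut at about 25% in these data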;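 note: 0% = DMSO with enzyme and 100% = buffer with substrate but no TDP2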
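test system = human TDP2 enzyme | input = TDP2 enzyme at 120 nM final | medium = 50 mM Tris-HCl pH 7.5 with Mg2+, KCl, DTT, BSA | also added = T5PNP substrate, 5 mM | times = 2 h at 37 °C | technique = epi absorbance | benchmarks = high control without enzyme, low control DMSO plus TDP2 | replication = each compound tested once, singlicate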
HTRA1 inh = HTRA1 serine protease inhibitors, primary screen, biochemical, fluorescence polarization, HTS | inhibition, % at 5.96 µM | AID 504803, 2011 | 340,000 compounds, 0.5% hits | recombinant HTRA1, FP-rhodamine activity-based probe | Q92743; in the data active = inhibition above about 36%;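 note: 0% = enzyme with DMSO and 100% = wells lacking enzyme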
Target sequence (Q92743 whole entry, looked up): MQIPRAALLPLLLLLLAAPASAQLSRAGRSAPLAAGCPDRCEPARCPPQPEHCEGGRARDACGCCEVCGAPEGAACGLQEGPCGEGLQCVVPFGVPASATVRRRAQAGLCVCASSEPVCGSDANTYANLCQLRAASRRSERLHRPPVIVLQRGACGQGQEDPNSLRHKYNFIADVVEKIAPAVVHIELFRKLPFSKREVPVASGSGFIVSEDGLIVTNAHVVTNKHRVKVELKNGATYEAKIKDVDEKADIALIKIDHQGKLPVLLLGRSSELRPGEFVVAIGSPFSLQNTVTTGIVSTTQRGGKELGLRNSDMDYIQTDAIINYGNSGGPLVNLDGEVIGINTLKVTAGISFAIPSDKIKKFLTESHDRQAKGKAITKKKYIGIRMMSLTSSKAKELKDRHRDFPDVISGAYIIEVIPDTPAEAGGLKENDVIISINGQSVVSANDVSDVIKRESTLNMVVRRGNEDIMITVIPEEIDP
UHRF1 MBD2 ctr = UHRF1 methylated DNA binding inhibitors, primary screen, counter-screen for MBD2 inhibitor project, biochemical, TR-FRET, human UHRF1, single concentration. UHRF1 binding to methylated oligo. inhibition, % at 4.4 µM. 370,000 compounds, 0.75% hits. AID 687016, 2013; in the data active = inhibition above about 21%;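 note: UHRF1 SRA domain binding a hemimethylated CpG hairpin DNA probe; 0% = median of test compound wells and 100% = reference inhibitor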
mABHD4 FP = ABHD4 inhibitors, primary screen, biochemical, fluorescence polarization, mouse. (Lyso)-N-acylphosphatidylethanolamine lipase (Mus musculus), Q8VD66. purified mABHD4, FP-Rh probe fluorescence polarization. inhibition, % at 8.92 µM. 370,000 compounds, 0.54% hits. AID 720543, 2013;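 active = inhibition exceeding the mean over every tested compound plus 3 SD, cut at about 30% in these data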;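 note: 0% = plate median of compound wells and 100% = S159A mutant with DMSO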
Target sequence (Q8VD66 whole entry, looked up): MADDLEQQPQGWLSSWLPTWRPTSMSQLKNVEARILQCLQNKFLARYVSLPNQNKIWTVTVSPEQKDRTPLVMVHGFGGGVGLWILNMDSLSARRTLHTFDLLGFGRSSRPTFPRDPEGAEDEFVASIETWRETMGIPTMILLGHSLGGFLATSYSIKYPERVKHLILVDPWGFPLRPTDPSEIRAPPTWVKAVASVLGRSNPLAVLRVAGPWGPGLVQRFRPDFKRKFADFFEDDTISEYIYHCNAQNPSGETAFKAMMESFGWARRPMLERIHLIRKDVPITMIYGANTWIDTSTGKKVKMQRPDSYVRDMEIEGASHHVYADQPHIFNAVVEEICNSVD
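system = mouse ABHD4 enzyme, wild type | medium = HEPES pH 7.0, NaCl, Pluronic buffer | also added = FP-Rh probe | incubation = Enzyme–compound pre-incubation 45 min, then probe 60 min, both 25 °C | technique = fluorescence polarization, excitation 525 nm, emission 598 nm, BODIPY TMR filters | controls = S159A mutant high control, sample median low control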
PRMT1 inh = PRMT1 methyltransferase inhibitors, primary screen, biochemical, fluorescence polarization; inhibition, % at 2.79 µM; Protein arginine N-methyltransferase 1 (Homo sapiens), Q99873; AID 652257, 2013; recombinant PRMT1, activity-based probe fluorescence polarization; 370,000 compounds, 1.3% hits;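 active = inhibition above about 21% made by adding two undisclosed values, limit read from the data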
* hit, by the source's call.

`CCc1nc(NCc2ccco2)c2oc3ccccc3c2n1` gave PG9 Ab binder -0.3, DDE Tn7 FP inh -2, LEDGF integ inh 1, TCR CD3 inh -3, SIAE inh -2, TDP2 absorb 1, HTRA1 inh -14, UHRF1 MBD2 ctr -2, mABHD4 FP -1 and PRMT1 inh -2.
Screening Clc1ccc2c(c1)C=Nc1c(NCc3ccccc3)ncnc1O2 returned PG9 Ab binder 1.0, DDE Tn7 FP inh -3, LEDGF integ inh 0, TCR CD3 inh -8, SIAE inh 4, TDP2 absorb 5, HTRA1 inh 3, UHRF1 MBD2 ctr -1, mABHD4 FP 2 and PRMT1 inh 0.
Screening CCN(CC)CCCN1C(=O)c2oc3ccccc3c(=O)c2C1c1cccc(OC)c1OC (stereo not given) returned PG9 Ab binder -3.4, DDE Tn7 FP inh -5, LEDGF integ inh 3, TCR CD3 inh 4, SIAE inh 1, TDP2 absorb -2, HTRA1 inh 1, UHRF1 MBD2 ctr 2, mABHD4 FP 1 and PRMT1 inh -1.
For CCCCc1cc(=O)oc2cc(C)cc(OC(C)C(=O)NCc3ccccn3)c12 (stereo not given) the results were PG9 Ab binder 0.2, DDE Tn7 FP inh -5, LEDGF integ inh -3, TCR CD3 inh -1, SIAE inh 5, TDP2 absorb -7, HTRA1 inh -2, UHRF1 MBD2 ctr -2, mABHD4 FP 8 and PRMT1 inh 1.
CCCNC(=O)c1onc(CSc2cccc(OC)c2)c1C(=O)NCCC was read as PG9 Ab binder 0.3, DDE Tn7 FP inh 6, LEDGF integ inh -1, TCR CD3 inh 8, SIAE inh -1, TDP2 absorb 1, HTRA1 inh -14, UHRF1 MBD2 ctr 0, mABHD4 FP 3 and PRMT1 inh -1.
For Nc1nnnn1/N=C/C(Br)=C/c1ccccc1 the results were PG9 Ab binder -0.7, DDE Tn7 FP inh -6, LEDGF integ inh 2, TCR CD3 inh 1, SIAE inh -7, TDP2 absorb -3, HTRA1 inh 1, UHRF1 MBD2 ctr -3, mABHD4 FP 0 and PRMT1 inh 1.
For CCCCOC(=O)C1Cc2ccccc2C(=O)O1 (stereo not given) the results were PG9 Ab binder 2.8, DDE Tn7 FP inh 1, LEDGF integ inh -4, TCR CD3 inh -4, SIAE inh -4, TDP2 absorb -8, HTRA1 inh 2, UHRF1 MBD2 ctr 6, mABHD4 FP -4 and PRMT1 inh 4.
`OCC1(Cc2ccc(F)cc2F)CCCN(Cc2ccc(Cl)cc2)C1` (stereo not given) gave PG9 Ab binder -1.3, DDE Tn7 FP inh -8, LEDGF integ inh 3, TCR CD3 inh -1, SIAE inh -1, TDP2 absorb -7, HTRA1 inh -17, UHRF1 MBD2 ctr 0, mABHD4 FP -3 and PRMT1 inh -1.
`C=CCn1c(SCC(=O)NC(=O)NCc2ccco2)nc2sc(CC)cc2c1=O` gave PG9 Ab binder 0.5, DDE Tn7 FP inh 1, LEDGF integ inh 4, TCR CD3 inh -3, SIAE inh 0, TDP2 absorb 2, HTRA1 inh -6, UHRF1 MBD2 ctr 15, mABHD4 FP -2 and PRMT1 inh 7.
`O=C(Cn1cnc2ccccc2c1=O)N1CCN(Cc2ccc3c(c2)OCO3)CC1` gave PG9 Ab binder 0.7, DDE Tn7 FP inh -1, LEDGF integ inh 1, TCR CD3 inh 2, SIAE inh 5, TDP2 absorb 10, HTRA1 inh -1, UHRF1 MBD2 ctr 0, mABHD4 FP 9 and PRMT1 inh 0.
`CCCN1CCC(NC(=S)Nc2ccc([N+](=O)[O-])cc2)CC1` gave PG9 Ab binder -2.2, DDE Tn7 FP inh 3, LEDGF integ inh 7, TCR CD3 inh -3, SIAE inh 4, TDP2 absorb 6, HTRA1 inh 5, UHRF1 MBD2 ctr -5, mABHD4 FP -10 and PRMT1 inh -7.
For C=CCOc1ccc(/C(O)=C2/C(=O)C(=O)N(CCCn3ccnc3)C2c2ccco2)cc1 (stereo not given) the results were PG9 Ab binder 0.9, DDE Tn7 FP inh 1, LEDGF integ inh 5, TCR CD3 inh 2, SIAE inh 8, TDP2 absorb 4, HTRA1 inh -2, UHRF1 MBD2 ctr -2, mABHD4 FP -1 and PRMT1 inh -3.
Screening COc1cccc(CCc2nnc(CCC(=O)NCCC3CCCCO3)o2)c1 (stereo not given) returned PG9 Ab binder -0.6, DDE Tn7 FP inh 3, LEDGF integ inh 0, TCR CD3 inh 2, SIAE inh -2, TDP2 absorb 16, HTRA1 inh 0, UHRF1 MBD2 ctr 0, mABHD4 FP 2 and PRMT1 inh -3.
`COc1ccc(CCNc2c([N+](=O)[O-])ncn2C)cc1OC` gave PG9 Ab binder -0.4, DDE Tn7 FP inh 5, LEDGF integ inh -5, TCR CD3 inh -6, SIAE inh 4, TDP2 absorb -2, HTRA1 inh 1, UHRF1 MBD2 ctr 2, mABHD4 FP 3 and PRMT1 inh 2.
For O=C(N/N=C/c1cnc(N2CCCCC2)s1)c1ccc(C(F)(F)F)cc1 the results were PG9 Ab binder 0.4, DDE Tn7 FP inh 2, LEDGF integ inh 0, TCR CD3 inh -5, SIAE inh 2, TDP2 absorb 8, HTRA1 inh 7, UHRF1 MBD2 ctr 0, mABHD4 FP 7 and PRMT1 inh 6.
CCOc1cc2c3c(c1)C1(C(=O)N3C(C)(C)C=C2C)C(C#N)=C(N)Oc2cc(O)ccc21 (stereo not given) was read as PG9 Ab binder 2.1, DDE Tn7 FP inh -6, LEDGF integ inh 4, TCR CD3 inh 4, SIAE inh 5, TDP2 absorb 3, HTRA1 inh -35, UHRF1 MBD2 ctr 1, mABHD4 FP -22 and PRMT1 inh 0.
For CCC(C)[C@H](NC(=O)NCc1ccc(S(N)(=O)=O)cc1)C(=O)OC (stereo not given in full) the results were PG9 Ab binder -0.3, DDE Tn7 FP inh 5, LEDGF integ inh -1, TCR CD3 inh -2, SIAE inh -1, TDP2 absorb 8, HTRA1 inh 5, UHRF1 MBD2 ctr 10, mABHD4 FP -9 and PRMT1 inh 2.
Screening CCC(C)Sc1ccc([C@H]2N[C@@](C)(C(=O)OC)[C@H]3C(=O)N(C)C(=O)[C@@H]23)cc1 (stereo not given in full) returned PG9 Ab binder -1.8, DDE Tn7 FP inh 1, LEDGF integ inh 0, TCR CD3 inh 1, SIAE inh 4, TDP2 absorb 8, HTRA1 inh 0, UHRF1 MBD2 ctr 1, mABHD4 FP 3 and PRMT1 inh 1.
Cc1c(CN2CCCCC2)c(O)n(CCCO)c(=O)c1C#N was read as PG9 Ab binder -1.1, DDE Tn7 FP inh -1, LEDGF integ inh -1, TCR CD3 inh -8, SIAE inh -7, TDP2 absorb 2, HTRA1 inh -1, UHRF1 MBD2 ctr -2, mABHD4 FP -2 and PRMT1 inh 5.
For COC(=O)[C@@]1(Cc2ccc(F)cc2)[C@H]2c3cc(C(=O)N(C)C)n(Cc4ccc(S(C)(=O)=O)cc4)c3C[C@H]2CN1C(=O)c1ccccc1 the results were PG9 Ab binder -0.5, DDE Tn7 FP inh 1, LEDGF integ inh -1, TCR CD3 inh 6, SIAE inh 1, TDP2 absorb 6, UHRF1 MBD2 ctr -1, mABHD4 FP -2 and PRMT1 inh 2.
Screening Cc1cccc(C)c1NC(=O)CSc1nnnn1C returned PG9 Ab binder -0.8, DDE Tn7 FP inh 8, LEDGF integ inh 0, TCR CD3 inh -1, SIAE inh -13, TDP2 absorb 5, HTRA1 inh 1, UHRF1 MBD2 ctr -3, mABHD4 FP 2 and PRMT1 inh -2.
Cc1c(NC(=O)C(C)Sc2nc3ccccc3c(=O)n2CCO)c(=O)n(-c2ccccc2)n1C (stereo not given) was read as PG9 Ab binder 1.7, DDE Tn7 FP inh -1, LEDGF integ inh -3, TCR CD3 inh -3, SIAE inh 2, TDP2 absorb -7, HTRA1 inh 4, UHRF1 MBD2 ctr 2, mABHD4 FP 2 and PRMT1 inh 4.
`CCCCCN(C(=O)CCC(=O)OC(C)C(=O)NCc1ccccc1)c1c(N)n(CCCC)c(=O)[nH]c1=O` (stereo not given) gave PG9 Ab binder -0.9, DDE Tn7 FP inh -2, LEDGF integ inh 0, TCR CD3 inh -3, SIAE inh 2, TDP2 absorb -2, HTRA1 inh 2, UHRF1 MBD2 ctr 3, mABHD4 FP -3 and PRMT1 inh 2.
`c1ccc(CCc2nc(-c3ccc(-n4cccc4)cc3)no2)cc1` gave PG9 Ab binder -0.2, DDE Tn7 FP inh -3, LEDGF integ inh 0, TCR CD3 inh -5, SIAE inh -1, TDP2 absorb 0, HTRA1 inh -8, UHRF1 MBD2 ctr 0, mABHD4 FP -3 and PRMT1 inh 0.

An excerpt from above in order of number of heavy atoms, lowest first.
For Nc1nnnn1/N=C/C(Br)=C/c1ccccc1 the results were PG9 Ab binder -0.7, DDE Tn7 FP inh -6, LEDGF integ inh 2, TCR CD3 inh 1, SIAE inh -7, TDP2 absorb -3, HTRA1 inh 1, UHRF1 MBD2 ctr -3, mABHD4 FP 0 and PRMT1 inh 1.
Screening Cc1cccc(C)c1NC(=O)CSc1nnnn1C returned PG9 Ab binder -0.8, DDE Tn7 FP inh 8, LEDGF integ inh 0, TCR CD3 inh -1, SIAE inh -13, TDP2 absorb 5, HTRA1 inh 1, UHRF1 MBD2 ctr -3, mABHD4 FP 2 and PRMT1 inh -2.
For CCC(C)[C@H](NC(=O)NCc1ccc(S(N)(=O)=O)cc1)C(=O)OC (stereo not given in full) the results were PG9 Ab binder -0.3, DDE Tn7 FP inh 5, LEDGF integ inh -1, TCR CD3 inh -2, SIAE inh -1, TDP2 absorb 8, HTRA1 inh 5, UHRF1 MBD2 ctr 10, mABHD4 FP -9 and PRMT1 inh 2.

Random draw from the library; overall some 4.2% were active at least once.
